bIAP inh = blocks bovine intestinal alkaline phosphatase activity | purified bovine IAP, CDP-star luminescence, 30 min | inhibition, % at 20 µM | 190,000 tested, under 10 active | AID 1019;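 active = over 50% inhibition of intestinal alkaline phosphatase at 20 µM in the single-dose screen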
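test system = bovine IAP enzyme | medium = DEA buffer 100 mM, pH 9.8, with MgCl2 1.0 mM, ZnCl2 0.02 mM | detection = luminescence | dosing = single compound dose of 20 µM, 2% DMSO final | incubation = 30 min reaction at room temperature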
L major viab = reduces viability of Leishmania major promastigotes; 200,000 tested, 9% active; resazurin fluorescence viability; AID 1063; inhibition, % at 10 µM; in the data active = inhibition above about 50%;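 also: promastigotes grown with compound for 44 hours at 28 °C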
TNAP inh hiacc = TNAP (human) inhibition, high acceptor; 200,000 tested, 0.03% active; purified TNAP, CDP-star luminescence, 1 M DEA; inhibition, % at 20 µM; P05186;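 active = over 50% inhibition of tissue-nonspecific alkaline phosphatase at 20 µM in the single-dose screen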;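 also: plate controls were DMSO wells for no effect and EDTA-quenched wells as full inhibition for full effect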
Target sequence (P05186 whole entry, looked up): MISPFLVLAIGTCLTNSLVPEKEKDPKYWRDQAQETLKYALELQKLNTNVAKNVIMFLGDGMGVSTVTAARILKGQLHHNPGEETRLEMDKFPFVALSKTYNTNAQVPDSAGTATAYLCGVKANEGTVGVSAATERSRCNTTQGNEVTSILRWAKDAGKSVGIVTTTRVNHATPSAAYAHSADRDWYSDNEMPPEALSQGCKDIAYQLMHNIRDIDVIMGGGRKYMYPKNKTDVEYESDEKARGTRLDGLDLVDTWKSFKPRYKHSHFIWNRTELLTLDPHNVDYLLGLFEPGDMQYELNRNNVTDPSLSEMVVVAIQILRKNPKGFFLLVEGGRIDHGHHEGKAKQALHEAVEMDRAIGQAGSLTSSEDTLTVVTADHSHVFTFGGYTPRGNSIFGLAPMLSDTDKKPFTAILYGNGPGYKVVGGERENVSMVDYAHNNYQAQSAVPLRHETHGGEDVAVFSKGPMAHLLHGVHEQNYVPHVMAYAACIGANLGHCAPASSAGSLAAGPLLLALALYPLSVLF
PMI act satM6P = PMI (human) activation, high substrate. P34949. AID 1216. activation factor at 20 µM. coupled PMI enzyme assay, resazurin fluorescence, 20 min; active compounds read high; 1 = untreated enzyme, 0 = substrate-free blank. 190,000 tested, 0.34% active;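 active = activation factor of 2 or more at 20 µM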
Target sequence (P34949 whole entry, looked up): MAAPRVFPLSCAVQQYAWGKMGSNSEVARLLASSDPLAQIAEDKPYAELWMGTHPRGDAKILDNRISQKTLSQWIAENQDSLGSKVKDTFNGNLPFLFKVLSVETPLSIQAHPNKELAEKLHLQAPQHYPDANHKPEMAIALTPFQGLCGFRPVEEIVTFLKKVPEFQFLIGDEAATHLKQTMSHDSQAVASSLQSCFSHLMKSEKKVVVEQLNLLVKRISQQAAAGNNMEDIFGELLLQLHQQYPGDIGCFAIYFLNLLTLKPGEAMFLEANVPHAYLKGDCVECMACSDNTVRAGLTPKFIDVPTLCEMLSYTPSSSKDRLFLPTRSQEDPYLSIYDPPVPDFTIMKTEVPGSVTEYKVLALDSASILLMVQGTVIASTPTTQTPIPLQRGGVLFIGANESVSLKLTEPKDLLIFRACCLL
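Material: human phosphomannose isomerase with PGI, G6PDH, diaphorase coupling enzymes. Quantity: 15 ng/mL PMI. Medium: HEPES pH 7.4 buffer with MgCl2 and Tween-20. Reagent: Near-saturating mannose-6-phosphate, 1.0 mM. Compound: 20 µM single dose. Times: enzyme reaction with compound 20 min at room temperature. Detection: resorufin fluorescence at Ex 544/Em 590 nm.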
TNAP act hiacc = activators of human TNAP at high phosphate acceptor concentration | P05186 | purified TNAP, CDP-star luminescence, 1 M DEA, 30 min; active compounds read high; 0 = EDTA background, 1 = DMSO-only activity | activation factor at 20 µM | 200,000 tested, under 10 active | AID 1136;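 active = activation factor at least 2 at 20 µM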
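Measured by: Luminescent substrate turnover signal | Test system: Human TNAP | Input: TNAP 1/800 final | Dosing: 20 µM single point | Schedule: 30 min, room temperature | Controls: EDTA wells as negative control, DMSO wells as positive control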
bIAP act = intestinal alkaline phosphatase (bovine) activation | purified bovine IAP, CDP-star luminescence, 30 min; active compounds read high; fold of DMSO-control signal, blank-subtracted | activation factor at 20 µM | 200,000 tested, 0.17% active | AID 1016;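 active = activation factor of 2 or more at 20 µM, a signal rise over negative controls twice the positive control's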
Diaphorase inh = diaphorase inhibition or chemical oxidation counter-screen; diaphorase resazurin-to-resorufin fluorescence, NADH, 16 min; bacterial (C. kluyveri) enzyme, not human; inhibition, % at 20 µM; 190,000 tested, 0.69% active; AID 1217;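 active = primary screen inhibition at 20 µM above a set limit, cut at about 50% in these data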;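 also: plate controls were DMSO with full reaction for no effect and wells lacking NADH for full effect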
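System: Bacterial diaphorase enzyme (C. kluyveri) | Incubation: 16-min room-temperature incubation before reading | Benchmarks: No-NADH positive control and DMSO neutral control | Measured by: Resorufin fluorescence 544/590 nm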
Diaph act CS = diaphorase activation or chemical reduction counter-screen. Diaphorase/resazurin coupled assay, resorufin fluorescence, 16 min; active compounds read high; 1 = vehicle wells, 0 = NADH-free wells. 190,000 tested, 0.005% active. activation factor at 20 µM;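 active = diaphorase activity raised at least twofold by the compound at 20 µM; inactive = activation factor below 2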
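Test system: Clostridium kluyveri diaphorase, purified enzyme. Buffer or medium: 50 mM HEPES pH 7.4 buffer plus MgCl2 and Tween 20. Also added: 0.114 mM NADH and 0.1 mM resazurin, final amounts. Dosing: compound 20 µM once, DMSO 1%. Schedule: 16 min enzyme reaction, ambient temperature. Detection: fluorescence of resorufin, 544 nm excitation, 590 nm emission.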
PMI activator = phosphomannose isomerase (human) activation | P34949 | purified human PMI, coupled resazurin fluorescence, 20 min; active compounds read high; 1 = vehicle control, 0 substrate-free wells | 190,000 tested, 0.005% active | activation factor at 20 µM | AID 1214;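 active = activation factor of 2 or more at 20 µM, relative to plate controls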
TNAP inh no acc = blocks human TNAP activity with no phosphate acceptor present; purified TNAP, CDP-star luminescence, 30 min; inhibition, % at 20 µM; 200,000 tested, 0.26% active; AID 1012;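 active = tissue-nonspecific alkaline phosphatase inhibition above about 50% at 20 µM in the single-dose screen, limit read from the data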;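 also: 0% = DMSO negative control and 100% = EDTA positive control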
The depositor's hits bear a star. An unsorted share of the library; 10% or so of the library scored in one or more.

`CCOc1cc(C)c(Cl)cc1S(=O)(=O)NCC1CCCO1` (stereo unspecified) gave bIAP inh 2.7, L major viab -1.4, TNAP inh hiacc -6.5, PMI act satM6P 1, TNAP act hiacc 1.1, bIAP act 1, Diaphorase inh 13.0, Diaph act CS 0.9, PMI activator 0.9 and TNAP inh no acc -14.9.
CC1(C)Nc2ccccc2N(CCC(=O)N2CCOCC2)C1=O was read as bIAP inh 5.5, L major viab -2.4, TNAP inh hiacc -6.2, PMI act satM6P 1, TNAP act hiacc 1.1, bIAP act 0.9, Diaphorase inh 19.3, Diaph act CS 0.8, PMI activator 1.1 and TNAP inh no acc -20.0.
`Oc1[nH]c2ccccc2c1OCc1ccncc1` gave bIAP inh 10.2, L major viab -4.1, TNAP inh hiacc -9.3, PMI act satM6P 1, TNAP act hiacc 1.1, bIAP act 0.9, Diaphorase inh 17.0, Diaph act CS 0.8, PMI activator 1 and TNAP inh no acc -12.6.
`O=P(Cc1cc[n+]([O-])cc1)(c1ccccc1)c1ccccc1` gave bIAP inh 12.4, L major viab -7.5, TNAP inh hiacc -4.5, PMI act satM6P 1, TNAP act hiacc 1, bIAP act 0.9, Diaphorase inh 16.8, Diaph act CS 0.8, PMI activator 1 and TNAP inh no acc -13.5.
`c1cncc(-c2cccnc2)c1` gave bIAP inh 1.4, L major viab -4.4, TNAP inh hiacc 0.5, PMI act satM6P 1, TNAP act hiacc 1, bIAP act 1, Diaphorase inh -3.1, Diaph act CS 1, PMI activator 1 and TNAP inh no acc 0.7.
Screening CCOC(=O)c1ccc(N2C(=O)CC(NC3CCN(C(=O)c4cccc(Cl)c4)CC3)C2=O)cc1 (stereo unspecified) returned bIAP inh -1.7, L major viab -9.7, TNAP inh hiacc -0.1, PMI act satM6P 1, TNAP act hiacc 1, bIAP act 1, Diaphorase inh -1.3, Diaph act CS 1, PMI activator 0.9 and TNAP inh no acc -9.3.
O=C(NCCOc1ccccc1Cl)C(=O)c1c[nH]c2ccccc12 was read as bIAP inh -9.1, L major viab -7.6, TNAP inh hiacc -2.0, PMI act satM6P 0.9, TNAP act hiacc 1, bIAP act 1.1, Diaphorase inh 20.2, Diaph act CS 0.8, PMI activator 0.9 and TNAP inh no acc -2.8.
CCC(CC)NC(=O)CCc1nc2ccccc2c(=O)[nH]1 was read as bIAP inh 12.3, L major viab -1.4, TNAP inh hiacc -4.0, PMI act satM6P 1.1, TNAP act hiacc 1, bIAP act 0.9, Diaphorase inh 5.0, Diaph act CS 0.9, PMI activator 1.1 and TNAP inh no acc -1.6.
Screening C/C(N)=C(/C#N)C(=O)COC(=O)CCSc1ccccc1Cl returned bIAP inh 7.8, L major viab -4.9, TNAP inh hiacc -8.1, PMI act satM6P 0.9, TNAP act hiacc 1.1, bIAP act 0.9, Diaphorase inh 12.3, Diaph act CS 0.9, PMI activator 0.8 and TNAP inh no acc -12.4.
Screening CCOC(=O)N1CCC(NC(=O)C2CCC(CNS(=O)(=O)c3ccc(OC)cc3)CC2)CC1 (stereo unspecified) returned bIAP inh 5.0, L major viab -6.7, TNAP inh hiacc -2.6, PMI act satM6P 1, TNAP act hiacc 1, bIAP act 0.9, Diaphorase inh 8.9, Diaph act CS 0.9, PMI activator 1.1 and TNAP inh no acc 8.5.

Three entries out of the list, arranged by molecular weight, largest number first.
Screening C/C(N)=C(/C#N)C(=O)COC(=O)CCSc1ccccc1Cl returned bIAP inh 7.8, L major viab -4.9, TNAP inh hiacc -8.1, PMI act satM6P 0.9, TNAP act hiacc 1.1, bIAP act 0.9, Diaphorase inh 12.3, Diaph act CS 0.9, PMI activator 0.8 and TNAP inh no acc -12.4.
`O=P(Cc1cc[n+]([O-])cc1)(c1ccccc1)c1ccccc1` gave bIAP inh 12.4, L major viab -7.5, TNAP inh hiacc -4.5, PMI act satM6P 1, TNAP act hiacc 1, bIAP act 0.9, Diaphorase inh 16.8, Diaph act CS 0.8, PMI activator 1 and TNAP inh no acc -13.5.
`c1cncc(-c2cccnc2)c1` gave bIAP inh 1.4, L major viab -4.4, TNAP inh hiacc 0.5, PMI act satM6P 1, TNAP act hiacc 1, bIAP act 1, Diaphorase inh -3.1, Diaph act CS 1, PMI activator 1 and TNAP inh no acc 0.7.

Next section.
For O=c1sc2ccccc2n1CCCOc1ccccc1 the results were bIAP inh 39.2, L major viab -2.6, TNAP inh hiacc -5.5, PMI act satM6P 0.9, TNAP act hiacc 1.1, bIAP act 0.6, Diaphorase inh 21.1, Diaph act CS 0.8, PMI activator 0.9 and TNAP inh no acc -14.6.
For CC#CC(=O)N1CCC(CO)(CCc2ccccc2)CC1 the results were bIAP inh -10.5, L major viab -10.0, TNAP inh hiacc -0.5, PMI act satM6P 1, TNAP act hiacc 1, bIAP act 1.1, Diaphorase inh 11.4, Diaph act CS 0.9, PMI activator 1 and TNAP inh no acc 1.2.
`COc1ccc(-c2cc3nc(C)cc(N)n3n2)cc1` gave bIAP inh 0.3, L major viab 17.8, TNAP inh hiacc -0.3, PMI act satM6P 1, TNAP act hiacc 1, bIAP act 1, Diaphorase inh 5.3, Diaph act CS 0.9, PMI activator 1 and TNAP inh no acc -8.8.
Cc1ccc(NC(=O)C2CCN(C(=O)NC3CCCCC3)CC2)cc1 was read as bIAP inh 6.6, L major viab 1.5, TNAP inh hiacc 0.1, PMI act satM6P 1, TNAP act hiacc 1, bIAP act 0.9, Diaphorase inh 4.3, Diaph act CS 1, PMI activator 1.1 and TNAP inh no acc -7.1.
Screening Cc1ccc(SCCNC(=S)Nc2ccc(C)cc2C)cc1 returned bIAP inh 13.5, L major viab 8.5, TNAP inh hiacc -8.4, PMI act satM6P 1.1, TNAP act hiacc 1.1, bIAP act 0.9, Diaphorase inh 17.5, Diaph act CS 0.8, PMI activator 1.1 and TNAP inh no acc -13.4.
COc1ccc(S(=O)(=O)N2CCC(C(=O)N3CCC(C(N)=O)CC3)CC2)cc1Cl was read as bIAP inh -6.6, L major viab -2.4, TNAP inh hiacc -8.2, PMI act satM6P 1, TNAP act hiacc 1.1, bIAP act 1.1, Diaphorase inh -12.9, Diaph act CS 1.1, PMI activator 1 and TNAP inh no acc -9.7.
CCC(Oc1ccccc1)C(=O)N1CCC(C(N)=O)CC1 (stereo unspecified) was read as bIAP inh 1.4, L major viab -1.4, TNAP inh hiacc 3.0, PMI act satM6P 1, TNAP act hiacc 1, bIAP act 1, Diaphorase inh 5.2, Diaph act CS 0.9, PMI activator 0.9 and TNAP inh no acc -7.9.
For CC(C)C(NC(=O)CC12CC3CC(CC(C3)C1)C2)C(=O)O (stereo unspecified) the results were bIAP inh -1.4, L major viab -5.2, TNAP inh hiacc -2.7, PMI act satM6P 0.9, TNAP act hiacc 1, bIAP act 1, Diaphorase inh 17.8, Diaph act CS 0.8, PMI activator 0.9 and TNAP inh no acc -10.6.
For C/C(CC1CC(COCC(C)C)OC1=O)=N\NC(N)=S (stereo unspecified) the results were bIAP inh 17.0, L major viab -7.6, TNAP inh hiacc -7.8, PMI act satM6P 1, TNAP act hiacc 1.1, bIAP act 0.8, Diaphorase inh 16.0, Diaph act CS 0.8, PMI activator 1 and TNAP inh no acc -5.7.
For Cc1nc2c(Cl)cc(Cl)cc2[nH]1 the results were bIAP inh 9.8, L major viab 17.9, TNAP inh hiacc -6.7, PMI act satM6P 1, TNAP act hiacc 1.1, bIAP act 0.9, Diaphorase inh 13.6, Diaph act CS 0.9, PMI activator 1 and TNAP inh no acc -9.1.
`CC1CCN(c2nnc(-c3ccccc3)c3ccccc23)CC1` gave bIAP inh 3.6, L major viab 39.2, TNAP inh hiacc -1.9, PMI act satM6P 1.1, TNAP act hiacc 1, bIAP act 1, Diaphorase inh 7.2, Diaph act CS 0.9, PMI activator 1 and TNAP inh no acc -8.7.
`CCC(C)NCC(O)COCc1ccc(Cl)cc1` (stereo unspecified) gave bIAP inh 2.5, L major viab 59.6*, TNAP inh hiacc 6.6, PMI act satM6P 1, TNAP act hiacc 0.9, bIAP act 1, Diaphorase inh 9.6, Diaph act CS 0.9, PMI activator 0.9 and TNAP inh no acc -3.0.
CSc1ccccc1C(=O)NC1CCCCCC1 was read as bIAP inh 4.0, L major viab 36.6, TNAP inh hiacc -2.2, PMI act satM6P 1.1, TNAP act hiacc 1, bIAP act 1, Diaphorase inh 4.2, Diaph act CS 1, PMI activator 1 and TNAP inh no acc -9.0.
Screening CCOC(=O)C1(Cc2ccc(OC)cc2)CCN(C(=O)CCn2ccc(C)n2)CC1 returned bIAP inh -9.3, L major viab 1.5, TNAP inh hiacc -5.8, PMI act satM6P 1, TNAP act hiacc 1.1, bIAP act 1.1, Diaphorase inh 13.5, Diaph act CS 0.9, PMI activator 1 and TNAP inh no acc -6.6.
For Cc1ccc(C)c2c1cc(C)c1nnc(SCC(=O)N3CCCc4ccccc43)n12 the results were bIAP inh 38.0, L major viab 10.6, TNAP inh hiacc -1.2, PMI act satM6P 1, TNAP act hiacc 1, bIAP act 0.6, Diaphorase inh 5.8, Diaph act CS 0.9, PMI activator 1 and TNAP inh no acc -6.3.
Screening Cc1cc(NC(=O)CCC(=O)NNC(=O)c2ccc(C(C)(C)C)cc2)no1 returned bIAP inh 1.2, L major viab 49.2, TNAP inh hiacc -1.1, PMI act satM6P 1, TNAP act hiacc 1, bIAP act 1, Diaphorase inh 0.2, Diaph act CS 1, PMI activator 1 and TNAP inh no acc -11.8.
Cc1cc(NC(=O)CS(=O)(=O)c2cn(Cc3ccc(F)cc3)c3ccccc23)no1 was read as bIAP inh 16.6, L major viab 6.3, TNAP inh hiacc -13.1, PMI act satM6P 0.9, TNAP act hiacc 1.1, bIAP act 0.8, Diaphorase inh 36.4, Diaph act CS 0.6, PMI activator 0.9 and TNAP inh no acc -1.8.
Screening CC(=O)Oc1ccc(N2C(=O)C3C4C=CC(O4)C3C2=O)cc1 (stereo unspecified) returned bIAP inh -6.1, L major viab -7.0, TNAP inh hiacc -9.0, PMI act satM6P 1.5, TNAP act hiacc 1.1, bIAP act 1.1, Diaphorase inh 1.3, Diaph act CS 1, PMI activator 1.3 and TNAP inh no acc -12.3.

Source: PubChem (several laboratories)
